Bioassay records deposited in PubChem BioAssay by National Center for Advancing Translational Sciences (NCATS).
GLS inhibitor = qHTS for Inhibitors of Glutaminase (GLS). GLS enzymatic activity, qHTS titration. 410,000 tested, 0.21% active. Potency, µM (top dose mostly 45.5 µM), for inactives: at the top dose activity change, negative = inhibition, actives largely listed as inhibitors. Glutaminase kidney isoform, mitochondrial (Homo sapiens), O94925; note: potency is the fitted concentration of half-maximal effect; % is set by controls: 0 for no effect and ±100 for the full control effect
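Read-out is an Amplex red fluorescence increase coupled through glutamate oxidase and HRP, measured before and after 30 min room-temperature incubation. hKGA is in 45 mM KH2PO4 (pH 8.2) with 0.02% Tween-20; glutamine added as 1mM solution.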
G9a block = qHTS Assay for Inhibitors of Histone Lysine Methyltransferase G9a. AID 504332, 2011. Histone-lysine N-methyltransferase EHMT2 (Homo sapiens), Q96KQ7. G9a H3K9 monomethylation, AlphaScreen, 2 h. Potency, µM (top dose mostly 102 µM), for the others: top-dose activity, negative = inhibition, hits mostly inhibitors. 350,000 tested, 8.8% active; note: potency is the fitted concentration of half-maximal effect; % is set by controls: 0 for no effect and ±100 for the full control effect; nearly all actives have a fitted effect of over 75% in size
Target sequence (Q96KQ7 913-1193 limits assumed): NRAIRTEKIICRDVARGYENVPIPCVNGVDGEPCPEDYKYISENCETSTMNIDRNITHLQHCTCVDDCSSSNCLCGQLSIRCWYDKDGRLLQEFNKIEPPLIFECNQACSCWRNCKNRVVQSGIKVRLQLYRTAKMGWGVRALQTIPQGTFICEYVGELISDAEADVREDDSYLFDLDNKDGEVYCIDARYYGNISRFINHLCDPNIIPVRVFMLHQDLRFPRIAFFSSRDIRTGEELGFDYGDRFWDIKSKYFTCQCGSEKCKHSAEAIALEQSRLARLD
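Signal arises when biotinylated H3K9 peptide, once monomethylated, bridges streptavidin donor and antibody-captured acceptor beads. Enzyme at 20 nM was preincubated 15 min with test compounds; peptide 500 nM and SAM 20 uM then reacted for 2 h.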
ERG Ets-DNA blk = qHTS for Small Molecule Inhibitors of the ERG Ets/DNA interaction. fluorescence polarization, His-ERG Ets domain / labelled DNA. 370,000 tested, 0.028% active. Transcriptional regulator ERG (Homo sapiens), P11308. Potency, µM (titrated, usually from 76.9 µM), without a hit: at the highest dose FP activity, negative = inhibition, actives largely listed as inhibitors; active = well fitted inhibition curve with a large enough effect in the polarisation, with a control signal flat; inconclusive = small, poorly fitted or top-dose-only effect, or effect the other way, or a change in a side signal; inactive = no such curve, though single readings can be large or run the other way; the % refers to the polarisation;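 note: polarization taken with two DNA probes labelled with fluorescein and Texas red; potency is the fitted concentration of half-maximal effect; % of control where 0% means no effect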
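His-tagged ERG Ets domain (1 uM in the protein solution; 300mM KCl, 50mM Tris-HCl, 1mM EDTA, 1mM DTT, pH 7.5) received compound, then a probe mix of 5 nM fluorescein-DNA and 100nM Texas-615-DNA. Fluorescence polarization was read for both dyes.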
HP1b binding inh = HTS for Inhibitors of HP1-beta Chromodomain Interactions with Methylated Histone Tails | Potency, µM (series often up to 114 µM), without a hit: at the top dose activity change, negative = inhibition, most hits filed as inhibitors | 390,000 tested, 0.56% active | Chromobox protein homolog 1 (Homo sapiens), P83916 | AlphaScreen HP1-beta / biotin-H3K9me3 peptide binding; note: potency is the fitted concentration of half-maximal effect; nearly all actives have a fitted effect of over 70% in size; inactives centre near 23
Target sequence (P83916 whole entry, looked up): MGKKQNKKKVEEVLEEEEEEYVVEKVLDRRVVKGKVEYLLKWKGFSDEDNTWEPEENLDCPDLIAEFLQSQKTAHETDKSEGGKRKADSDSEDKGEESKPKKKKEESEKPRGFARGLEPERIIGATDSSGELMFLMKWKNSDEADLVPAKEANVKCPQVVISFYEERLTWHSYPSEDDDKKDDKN
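AlphaScreen: HP1-beta (50 nM) preformed 30 min with biotin-H3(1-18)K9me3 peptide (50 nM) in PBS pH 7.4, 0.01% Tween-20. Compound added for 30 min at RT, then streptavidin donor/nickel chelate acceptor beads (10 ug/mL) for 30 min.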
PI4K2A block = qHTS for small molecular inhibitors of PI4K2A. Phosphatidylinositol 4-kinase type 2-alpha (Homo sapiens), Q9BTU6. purified PI4K2A, ADP-Glo luminescence, 1 h; hits give low values. activity change, negative = inhibition, % at 76.9 µM. 420,000 tested, 0.13% active; in the data active = activity change below about -50%; inconclusive = mostly about -30% to -49%;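 note: -100% = wells without enzyme as full effect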
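PI4K2A activity was measured by ADP-Glo luminescence: enzyme (4 ug/mL stock) and phosphatidylinositol (1.2 mM stock) in Tris pH 7.5/MgCl2/EGTA/Triton X-100 buffer were reacted with ATP (300 microM stock) for one hour at ambient temperature.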
Pin1 inhibitor = qHTS Assay to Find Inhibitors of Pin1 | Peptidyl-prolyl cis-trans isomerase NIMA-interacting 1 (Homo sapiens), Q13526 | Pin1 FP peptide displacement, HiFluor488, 10 min | Potency, µM (series often up to 115 µM), inactives show top-dose activity, negative = inhibition, most hits filed as inhibitors | 390,000 tested, 0.009% active | AID 504891, 2011; active = well fitted inhibition curve with a large enough effect in the polarisation, with a control signal flat, not every such curve was filed as active; inconclusive = small, poorly fitted or top-dose-only effect, or effect the other way, or a change in a side signal; inactive = no such curve, though single readings can be large or run the other way; the % refers to the polarisation; note: potency is the fitted concentration of half-maximal effect; % is set by controls: 0 for no effect and ±100 for the full control effect
Target sequence (Q13526 whole entry, looked up): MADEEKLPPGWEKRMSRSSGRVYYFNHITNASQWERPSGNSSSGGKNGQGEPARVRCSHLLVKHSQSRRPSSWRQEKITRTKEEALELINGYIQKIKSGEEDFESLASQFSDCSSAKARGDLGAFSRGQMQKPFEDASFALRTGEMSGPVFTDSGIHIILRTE
BAZ2B block = qHTS Assay for Inhibitors of BAZ2B | Bromodomain adjacent to zinc finger domain protein 2B (Homo sapiens), Q9UIF8 | AlphaScreen BAZ2B-H3K14Ac peptide displacement | Potency, µM (doses to about 114 µM), for the others: at the top dose activity change, negative = inhibition, actives largely listed as inhibitors | 360,000 tested, 4.4% active | AID 504333, 2011; note: potency is the fitted concentration of half-maximal effect; % is set by controls: 0 for no effect and ±100 for the full control effect; nearly all actives have a fitted effect of over 60% in size
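AlphaScreen luminescence quantifies BAZ2B engagement of H3K14Ac peptide; the protein and biotinylated peptide are both at 50 nM final, buffer PBS pH 7.4 with 0.01% Tween-20, all steps at room temperature.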
JMJD2A Tudor = qHTS Assay for Inhibitors of JMJD2A-Tudor Domain | AID 504339, 2011 | Lysine-specific demethylase 4A (Homo sapiens), O75164 | 390,000 tested, 4.4% active | AlphaScreen JMJD2A-Tudor / H3K4me3 peptide binding | Potency, µM (titrated, usually from 114 µM), without a hit: at the top dose activity change, negative = inhibition, usual class: inhibitors; note: potency is the fitted concentration of half-maximal effect; % is set by controls: 0 for no effect and ±100 for the full control effect; nearly all actives have a fitted effect of over 50% in size
Tb PGK inh = qHTS Assay to Find Inhibitors of Phosphoglycerate Kinase. Potency, µM (doses to about 57.5 µM), inactives show at the highest dose activity change, negative = inhibition, usual class: inhibitors. 380,000 tested, 0.043% active. AID 602233, 2012. PGK/GAPDH coupled, Kinase-Glo luminescence, 60 min. Phosphoglycerate kinase, glycosomal (Trypanosoma brucei brucei), P07378; note: potency is the fitted concentration of half-maximal effect; % is set by controls: 0 for no effect and ±100 for the full control effect; nearly all actives have a fitted effect of over 60% in size
Target sequence (P07378 whole entry, looked up): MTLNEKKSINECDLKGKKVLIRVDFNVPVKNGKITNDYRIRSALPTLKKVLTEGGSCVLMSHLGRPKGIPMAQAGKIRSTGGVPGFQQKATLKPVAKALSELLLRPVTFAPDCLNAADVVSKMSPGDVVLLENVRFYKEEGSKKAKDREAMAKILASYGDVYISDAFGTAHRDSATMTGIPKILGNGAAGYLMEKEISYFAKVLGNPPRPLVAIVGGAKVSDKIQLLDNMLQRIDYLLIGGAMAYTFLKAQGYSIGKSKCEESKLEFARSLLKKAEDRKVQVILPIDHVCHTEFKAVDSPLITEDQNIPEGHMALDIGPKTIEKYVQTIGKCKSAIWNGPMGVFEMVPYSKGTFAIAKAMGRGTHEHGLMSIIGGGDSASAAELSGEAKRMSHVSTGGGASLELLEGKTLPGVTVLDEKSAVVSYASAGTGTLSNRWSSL
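Luminescent ATP detection (Kinase-Glo Plus) follows a 60-minute room-temperature incubation, with wells lacking PGK as controls. Buffer: 100 mM TEA (pH 7.6), 5 mM MgCl2, 0.01% Tween-20. Coupling enzyme GAPDH (100 nM final) supplies unstable 1,3-BPG in-well.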
* hit, by the source's call; i = inactive; ? = inconclusive; / = not tested or not shown; & = joins results of further samples; [ ] = dose if it differs, or a comment. Unless noted, calls come from the whole dose curve; as a rule, active = well fitted curve in the direction sought with a large enough effect; inconclusive = small, poorly fitted or top-dose-only effect, or another doubt; inactive = no such curve, though single readings can be large; an effect the other way counts as inactive or inconclusive.

SMILES | GLS inhibitor | G9a block | ERG Ets-DNA blk | HP1b binding inh | PI4K2A block | Pin1 inhibitor | BAZ2B block | JMJD2A Tudor | Tb PGK inh
O=c1[nH]c(-c2ccccn2)nc2ccccc12 | 2% | 19% | -1% | 40%[activator] | ? | 4% | 45µM* | 56µM* | -5%
CCN(CC)C(=O)C1CCCc2c1[nH]c1ccc(Cl)cc21 (stereo unspecified) | 2% | ? | 5% | 35% | 1 | ? | 1% | -32% | -4%
S=c1[nH]nc(-c2ccc3c(c2)OCO3)n1-c1ccccc1 | -4% | 1.6µM* | / | -14% | 2 | 5% | -3% | 5µM* | -10%
O=C(C1CCCO1)N1CCN(c2ncccn2)CC1 (stereo unspecified) | -18% | -35%[12.7 µM] | 10% | 24% | -15 | -3% | -16% | 10%[57.1 µM] | -5%
COCCn1c(SC(C)C(=O)Nc2ccc3c(c2)OCCO3)nc2ccccc2c1=O (stereo unspecified) | -7% | -32% | -4% | 21% | -9 | -1% | -4% | -2% | i
CCOc1ccc(NC(=O)CCCOc2cc(=O)n(C)c3ccccc23)cc1 | 18%&4% | ? | -7%&-7% | 30%&17% | 0&-3 | -6%&-7% | -9%&-9% | -11%&-1% | 12%
COc1ccc(NC(=O)c2cccc(Oc3ccc([N+](=O)[O-])cc3Cl)c2)cc1 | -6% | ? | 10% | 18% | 1 | 7% | ? | -26% | -7%
Cc1ccc(-n2c(=O)cc(N3CC(C)OC(C)C3)[nH]c2=O)cc1 (stereo unspecified) | 3% | ? | -1% | 15% | -2 | -3% | / | -11% | 7%
c1ccc2c(-c3ccc(OCCN4CCCCC4)cc3)c(-c3ccsc3)sc2c1 | 1% | / | -13% | -7% | 4 | -2% | / | 40µM* | -7%
O=C(Nc1nc2ccsc2c(=O)s1)c1ccc(Cl)cc1 | -3% | -47% | -3% | 33% | -9 | 1% | -10% | -21% | -10%
Cc1cc(C)c(C#N)c(SCC(=O)Nc2ccccc2C(N)=O)n1 | 16% | 0%[0.0925 µM] | -7% | 21% | 6 | 1% | 13% | -2% | 6%
CC(C)=CC(=O)NCc1c(Cl)cccc1-n1cccc1 | 1% | -10%[2.33 µM] | 2% | 17% | -1 | 4% | 5% | 3% | 2%
O=C1NC(=NCc2ccccc2)S/C1=C\c1ccccc1 | 5% | -8%[59 µM] | 2% | 22% | 0 | -7% | 4% | -21% | 1%
COc1ccccc1C(=O)OCC(=O)NC1CCCC1 | -15% | -6%[2.33 µM] | -11% | 3% | 2 | -9% | 20% | -3% | -4%
O=S(=O)(Nc1ncccn1)c1ccc(NC(=S)NCc2ccco2)cc1 | 3% | ? | -5% | 19% | 1 | -8% | -19% | -26%[57.1 µM] | -4%
Cc1ccccc1OCC(=O)N/N=C/c1ccncc1 | 3% | ? | 2% | 28% | -2 | -7% | -2% | -13% | i
CN(C(=S)NC(=O)Cc1ccccc1)c1ccccc1 | 14% | / | -1% | 21% | -10 | 0% | -10% | -6%[57.1 µM] | 7%
CC(C)(C)C(=O)OCc1cc(=O)n2nc(C3CCCCC3)sc2n1 | -1% | 13%[59 µM] | 0% | -20% | -8 | -5% | -12% | -22% | -8%
CCOC(=O)[C@H]1[C@H]2COc3ccccc3[C@@H]2N2C(=O)c3ccccc3NC(=O)[C@@]12C | -10% | 9%[2.33 µM] | 11% | 47%[activator] | 3 | 2% | 4% | -8% | -1%
O=C(COc1ccccc1C(=O)c1cnn(-c2ccccc2)c1)Nc1ccc2ccccc2c1 | 7% | 10%[59 µM] | -5% | 14% | -2 | 17% | -4% | -23% | -3%
O=[N+]([O-])c1cccnc1Sc1ccc(F)cc1 | 7% | / | 1% | ? | 2 | -9% | / | ? | -3%
O=C(NC1CCCCC1)C(c1cccnc1)N(C(=O)CCl)c1ccc(F)cc1 (stereo unspecified) | 1% | 15%[59 µM] | -4% | 16% | 13 | -4% | 7% | -19% | -10%
COc1ccccc1NC(=O)CSc1nc2ncccc2[nH]1 | -3% | -4% | -8% | 28% | -5 | 12% | 3% | -13% | -5%
O=C(NNC(=S)NCc1ccco1)C(c1ccccc1)c1ccccc1 | -1% | 1% | 4% | 43%[activator] | -1 | -6% | -16% | -9%[57.1 µM] | 7%
COc1ccc2nc(SCC(=O)Nc3c(C)cc(C)cc3C)[nH]c2c1 | 14% | 39%[0.501 µM] | 0% | -6% | -2 | ? | -8% | -19% | -2%
CC(=O)Nc1sc(C)c(C)c1C(=O)OCC(=O)N(Cc1ccccc1)C(C)C | -7% | 18%[59 µM] | 9% | 52%[activator] | -1 | -1% | -3% | -4% | i
CC(=O)Nc1cccc(NC(=O)c2ccccc2OCc2ccccc2)c1 | 7% | 27% | 11% | 5% | 3 | 0% | 1% | -14% | -9%
Cc1onc(-c2c(Cl)cccc2Cl)c1C(=O)N/N=C(\N)COc1ccc(Cl)cc1 | 15% | 34%[59 µM] | -2% | 31% | 4 | -8% | -6% | -23% | -7%
O=C(N/N=C/c1cccc(OCc2ccccc2)c1)c1ccc(Br)cc1 | 0% | 25%[59 µM] | -11% | 30% | -4 | 11% | -10% | 1% | i
COc1cccc(S(=O)(=O)Nc2ccc(C(=O)N3CCOCC3)cc2)c1 | -3% | 13%[12.7 µM] | -17% | 40%[activator] | 3 | -7% | -8% | -1% | i
CCCCCCn1c(C)nc2c(c1=O)c1nc3ccccc3nc1n2/N=C/c1ccco1 | 2% | -49%[59 µM] | 4% | 13% | -1 | ? | -7% | -16% | -7%
COc1cc(NC(=O)[C@@H]2CCCN(S(=O)(=O)c3cccc4cccnc34)C2)cc(OC)c1OC | 0% | -1%[2.33 µM] | 3% | 52%[activator] | -2 | -12% | 2% | -19% | i
CNC(=O)NC(=O)CSc1nc2sccc2c(=O)n1-c1ccccc1 | 0% | -4% | 11% | 8% | 8 | 0% | 0% | -14% | -1%
CC1CCN(C(=O)COc2cccc3c2CCN(C)C3=O)CC1 | 37%[activator] | 21% | -3% | 10% | -7 | -6% | -5% | -17% | -2%
N#Cc1ccccc1OCCOCCNC1CCCC1 | 0% | 10µM* | 2% | -28% | 3 | 3% | ? | ? | 1%
Cc1cccc(-c2nc(SCC(=O)N(C)c3ccccc3)c3c(=O)n(C)c(=O)n(C)c3n2)c1 | -4% | -24%[59 µM] | 2% | 25%[57 µM] | -3 | 1% | -37% | 7% | 2%
Clc1ccc(Cl)c(-c2nn3c(Cn4cnc5ccccc54)nnc3s2)c1 | -1% | / | / | 36% | -1 | -1% | / | -6% | -5%[11.5 µM]
CC1CN(c2ccc(S(=O)(=O)N3CCOCC3)cn2)CC(C)O1 (stereo unspecified) | 7% | -3% | -2% | 20% | -14 | 0% | -4% | -10% | 1%
CCOc1ccccc1NC(=O)NCc1ccccc1 | 6% | 8% | -8% | 33% | -2 | -1% | -2% | -17% | -6%
Cc1cc(C)nc(NC(=O)c2cccc([N+](=O)[O-])c2C)n1 | -7% | ? | -3% | 20% | 8 | 3% | ? | 0% | -7%
CCNc1nc(OC)nc(Oc2ccc(=O)[nH]n2)n1 | 2% | 4%[59 µM] | 0% | 23% | -1 | 2% | -13% | -12% | -1%
Cc1cccc(NC(=O)C2CCN(c3nc(C)cc(C)n3)CC2)c1 | -6% | ? | 7% | 0% | -1 | -2% | 1% | -24% | i
CCOc1ccccc1NC(=O)C1C2CCC3C(CCC21)C3(Cl)Cl (stereo unspecified) | 1% | -8% | 4% | 48%[activator] | 1 | 1% | -3% | 16% | /
COC(=O)[C@]1(Cc2ccccc2)N[C@H](CN(C)C(=O)C2CCCCC2)[C@@H]2C(=O)N(Cc3ccccc3)C(=O)[C@@H]21 | -10% | / | -10% | 48%[activator] | 7 | -3% | / | -2% | -10%
COc1cccc(C(=O)NNC2=CC(=O)CC(C)(C)C2)c1 | 43%[activator] | 46%[activator] | -17% | 30% | 2 | -6% | -2%[57.1 µM] | -15% | i
CCOc1ccc(NC(=O)N2CCC(n3nnc4cc(C)ccc43)CC2)cc1 | 13% | -34% | -5% | 54%[activator] | 5 | -5% | 6% | -9%[57.1 µM] | 2%
COc1ccccc1NC(=O)CN1C(=O)C2(OCCCO2)c2ccccc21 | 2% | 15%[59 µM] | 3% | 29% | 1 | -3% | 7% | -13% | 1%
O=C(CCSc1nnc(-c2ccccc2)o1)N1CCOCC1 | 1% | ? | 8% | 50% | -8 | -12% | -9% | -8% | -2%
COc1ccc(Cl)cc1N(C)C(=O)Cn1cnc2sc(C)c(S(=O)(=O)N3CCN(c4ncccn4)CC3)c2c1=O | -8% | ? | 9% | 1% | 4 | 25% | -7% | -23% | -3%
